# Assay outcomes from PubChem.
# sEH act: soluble epoxide hydrolase activators, primary screen, biochemical, human sEH | Bifunctional epoxide hydrolase 2 (Homo sapiens), P34913 | purified human sEH enzymatic activity, activator screen | activation, % at 2 µM | 91,000 compounds, 0.04% hits | AID 717, 2007; in the data active means activation above about 37%; further: values of inactives mirror those of a sister screen read the other way
# Target sequence (P34913 whole entry, looked up): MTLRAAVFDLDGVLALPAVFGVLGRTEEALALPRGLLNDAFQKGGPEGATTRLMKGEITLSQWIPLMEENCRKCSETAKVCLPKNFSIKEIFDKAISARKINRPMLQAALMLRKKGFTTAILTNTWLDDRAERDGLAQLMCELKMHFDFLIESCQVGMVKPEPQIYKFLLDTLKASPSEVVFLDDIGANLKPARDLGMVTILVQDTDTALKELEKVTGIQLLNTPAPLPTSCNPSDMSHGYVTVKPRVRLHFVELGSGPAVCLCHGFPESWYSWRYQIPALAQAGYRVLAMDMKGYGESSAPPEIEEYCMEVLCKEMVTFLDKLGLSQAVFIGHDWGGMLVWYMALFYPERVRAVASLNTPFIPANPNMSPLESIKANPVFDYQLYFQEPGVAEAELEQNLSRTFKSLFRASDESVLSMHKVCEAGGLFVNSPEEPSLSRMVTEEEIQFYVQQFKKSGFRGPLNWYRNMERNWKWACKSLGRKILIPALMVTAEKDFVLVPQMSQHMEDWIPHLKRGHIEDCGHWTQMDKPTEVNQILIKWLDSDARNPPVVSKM
# HUVEC tox IL1B: cytotoxicity in IL-1B stimulated HUVEC, primary screen, cytotoxicity control for IL-1B NFkB translocation project, imaging, Hoechst nuclear count, IL-1B stimulus | HUVEC cell count loss | cell count reduction, % at 2 µM | 94,000 compounds, 0.41% hits | AID 845, 2007;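 active means cell count reduction more than 3 SD above the screen-wide mean, cut at about 70% in these data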;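 further: normalized per plate to untreated control cells as the no-loss baseline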
# sEH inh: soluble epoxide hydrolase inhibitors, primary screen, biochemical, human sEH | inhibition, % at 2 µM | recombinant human sEH enzymatic activity assay | 91,000 compounds, 0.34% hits | Bifunctional epoxide hydrolase 2 (Homo sapiens), P34913 | AID 707, 2007; in the data active means inhibition above about 80%; further: values of inactives mirror those of a sister screen read the other way; many of its hits are not listed in these tables
# Smad3 inh: Smad3/FoxH1 peptide binding inhibitors, primary screen, biochemical, TR-FRET. AID 630, 2007. TR-FRET Smad3/Dy647-FoxH1 peptide binding, europium anti-His. 88,000 compounds, 0.29% hits. inhibition, % at 25 µM;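 active means compounds that reduce the energy-transfer binding signal between the protein and its labelled peptide by more than half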;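 further: 0% = Smad3 plus labelled peptide maximal FRET and 100% = peptide-only background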
# VCAM1 TNFa inh: inhibitors of TNFa-induced VCAM1 expression, primary screen, imaging, HUVEC, TNFa stimulus, immunofluorescence. HUVEC TNFa-induced VCAM-1 immunofluorescence, high-content imaging. inhibition, % at 2 µM. 95,000 compounds, 0.48% hits. AID 802, 2007;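 active means inhibition above the batch mean plus 3 SD, with images confirmed as a hit by eye, cut at about 37% in these data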;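 further: 0% = TNF-stimulated DMSO wells and 100% = unstimulated control wells; not every result past the cut was called active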
# Candida biofilm: clotrimazole potentiators killing Candida biofilms, primary screen, with clotrimazole, Alamar Blue; C. albicans biofilm + clotrimazole; inhibition, % at 6 µM; 85,000 compounds, 0.14% hits; AID 834, 2007;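 active means inhibition above 20%; inactive means inhibition below 20%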;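 further: preformed 24 hr biofilms exposed to compound for 48 hr; 0% = biofilm without compound and 100% = blank killed by clotrimazole plus chlorhexidine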
# ERb SRC1 inh: inhibitors of ERβ-SRC1 coactivator interaction, primary screen, biochemical, TR-FRET, ERβ LBD, SRC-1 peptide | Estrogen receptor beta (Homo sapiens), Q92731 | TR-FRET ER-beta LBD / SRC1-Cy5 peptide binding; receptor agonist-loaded with 1 µM estradiol | inhibition, % at 25.6 µM | 86,000 compounds, 1.3% hits | AID 633, 2007;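 active means compounds whose percent inhibition of the receptor-coactivator binding signal exceeds about 50% in the single-dose screen, limit read from the data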;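 further: 0% = receptor plus peptide wells without compound and 100% = peptide-only wells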
# Target sequence (Q92731 whole entry, looked up, the tested form may be a part): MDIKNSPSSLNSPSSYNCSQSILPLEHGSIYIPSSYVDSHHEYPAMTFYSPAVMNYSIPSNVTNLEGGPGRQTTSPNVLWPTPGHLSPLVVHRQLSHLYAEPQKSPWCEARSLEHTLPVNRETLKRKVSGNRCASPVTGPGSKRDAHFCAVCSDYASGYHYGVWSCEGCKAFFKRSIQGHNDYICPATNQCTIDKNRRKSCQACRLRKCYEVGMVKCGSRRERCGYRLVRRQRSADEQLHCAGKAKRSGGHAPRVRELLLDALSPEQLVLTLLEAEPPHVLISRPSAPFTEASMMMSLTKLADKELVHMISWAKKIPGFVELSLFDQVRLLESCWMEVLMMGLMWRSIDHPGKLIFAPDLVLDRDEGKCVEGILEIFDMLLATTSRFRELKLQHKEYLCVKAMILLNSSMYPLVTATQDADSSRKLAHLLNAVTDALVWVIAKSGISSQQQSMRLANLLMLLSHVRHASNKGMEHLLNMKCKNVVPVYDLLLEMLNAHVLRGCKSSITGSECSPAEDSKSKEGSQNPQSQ
# cytoskel mod: modifiers of F-actin cytoskeleton organization, primary screen, imaging, HUVEC, phalloidin staining, high-content imaging | 91,000 compounds, 0.18% hits | HUVEC TNFa F-actin phalloidin imaging | inhibition, % at 2 µM;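 active means inhibition above the batch mean plus 3 SD and confirmed as a hit by visual image inspection, cut at about 30% in these data, passing the limit was not always enough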; further: strong numbers were not always called active
# TNFa cytotox: cytotoxicity in TNFa-stimulated HUVEC, primary screen, cytotoxicity control for VCAM1 expression modulator project, imaging, Hoechst nuclei count; cell count reduction, % at 2 µM; 93,000 compounds, 0.17% hits; HUVEC TNFalpha-stimulated, Hoechst cell count;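 active means cell count reduction exceeding the screen mean by over 5 SD, scaled to untreated wells per plate, cut at about 78% in these data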;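 further: cells counted after 24 h of TNF alpha exposure following the 1 h pretreatment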
# * hit, by the source's call; · = no result given; [ ] = dose if it differs, or a comment.
SMILES,sEH act,HUVEC tox IL1B,sEH inh,Smad3 inh,VCAM1 TNFa inh,Candida biofilm,ERb SRC1 inh,cytoskel mod,TNFa cytotox
CCOC(=O)Cc1c(C)c2c(O)cc(O)cc2oc1=O,8,-31,-5,6,-19,2,-1[fluorescence artefact?],-24,5
Cc1cccc(C)c1OCC(=O)Nn1c(C)nc2ccccc2c1=O,·,6,·,-2,-1,3,-2[fluorescence artefact?],6,-8
CCOC(=O)C1CCN(C(=O)CCn2c(=O)[nH]c3ccsc3c2=O)CC1,11,11,-10,6,7,4,-6[fluorescence artefact?],12,-13
COc1ccccc1N1CCN(C(=O)CSc2nnc(NC(=O)C3CCC3)s2)CC1,·,-23,·,2,10,8,0,8,-54
CCn1c(SCC(=O)N2CCCc3ccccc32)nc2cccnc21,-3,-17,1,·,6,·,·,-8,-5
O=C(COc1ncnc2c(Cl)cc(Cl)cc12)N1CCN(S(=O)(=O)c2ccccc2)CC1,23,-23,-25,·,14,·,·,-4,-1
COc1cccc(C(=O)Nc2ccc(N3CCCC3)cc2)c1,·,-28,·,·,14,·,·,-47,-6
O=C(CCl)c1ccc(Cc2ncc(C(F)(F)F)cc2Cl)s1,-5,-6,4,·,5,·,·,7,-12
CN1CCN(C(=O)c2c(O)c3cccc4c3n(c2=O)CCC4)CC1,·,20,·,-16,0,0,5,7,-12
CC(=O)OC1c2ccccc2C(=O)N1c1ccccc1C (stereo unspecified),3,-26,-4,-3[fluorescence artefact?],3,8,-3,-8,-1
CC1CN(Cc2nc3c(c(=O)n(C)c(=O)n3C)n2CC(O)CO)CC(C)O1 (stereo unspecified),·,-11,·,-9,4,7,-1[fluorescence artefact?],16,-49
CC1(C)CC(=O)C(C=NCC(N)=O)=C(O)C1,·,3,·,·,9,·,·,1,-28
COc1ccc(C(=O)N(CC(=O)NC(C)(C)C)c2ccc3c(c2)OCCO3)cc1OC,1,7,-2,5,-12,4,-9[fluorescence artefact?],-17,22
COc1ccc(Cn2c(=O)oc3ccc(C)cc32)cc1OC,6,-7,-3,1,8,-10,-4,12,6
CN(C)S(=O)(=O)c1ccc2c(c1)C(CC(=O)O)OC2=O (stereo unspecified),-2,-6,2,11,7,8,6[fluorescence artefact?],-6,-8
Cc1ccc(CNC(=O)Cn2c(=O)oc3ccccc32)o1,2,-2,-3,1,-22,8,-2,-7,26
COc1ccc([N+](=O)[O-])cc1COc1cc(C)cc2oc(=O)cc(-c3ccccc3)c12,8,-12,-10,·,2,·,·,-7,-2
CCCN(CCC)C(=O)CC(c1ccccc1)c1cc(C)ccc1O (stereo unspecified),6,-3,-5,-16,-2,1,-5,6,-18
CN(C)CCCNC(=O)CCC1CCCCC1,-17,-15,19,4,16,6,2,-19,4
CC(C)C(=O)Nc1cccc(-c2cn3ccsc3n2)c1,11,18,-5,4,2,4,-9,-3,3
Cc1ccc2c(C(=O)CN3CCN(C4CCCCC4)CC3)c(C)[nH]c2c1,13,92*,-16,1,2,-4,-6,-17,-10
NC(=O)CCn1c(=O)oc2ccccc21,3,-20,1,13[fluorescence artefact?],4,9,7,10,-4
CC1=C(C(=O)OCCOc2ccccc2)C(c2ccc(C)o2)C2=C(CC(C)(C)CC2=O)N1 (stereo unspecified),4,22,-7,-4,6,1,2,-9,-16
COc1ccc(CC(=O)NC2CCN(CC(=O)Nc3ccc4c(c3)OCCO4)CC2)cc1OC,0,-12,0,6,18,2,0,0,-26
COc1ccc(Nc2nc(C(=O)NCCCN3CCOCC3)cs2)cc1,18,-4,-16,-10,-26,8,-7,11,-24
CCOC(=O)N1CCN(Cc2nc3c(c(=O)[nH]c(=O)n3C)n2Cc2ccccc2C)CC1,2,-12,-1,1,-5,5,-5,-28,-2
Nc1cc(=O)[nH]c(SCC(=O)Nc2ccc(F)c(Cl)c2)n1,-10,13,8,3[fluorescence artefact?],-1,4,-7,·,-13
CCn1c(NC(=O)C2CCCCC2)nc2ccccc21,4,16,-1,13,-3,11,-8,-4,-9
O=C(Nc1ccc(N2CCOCC2)cc1N1CCOCC1)c1ccco1,-6,9,8,0,15,10,6[fluorescence artefact?],2,-19
COc1ccccc1C1(CC(=O)O)CCOC(C(C)C)C1 (stereo unspecified),7,-40,-4,0,4,3,0,11,-21

# In the list so far, 2 have fluorine:
SMILES,sEH act,HUVEC tox IL1B,sEH inh,Smad3 inh,VCAM1 TNFa inh,Candida biofilm,ERb SRC1 inh,cytoskel mod,TNFa cytotox
O=C(CCl)c1ccc(Cc2ncc(C(F)(F)F)cc2Cl)s1,-5,-6,4,·,5,·,·,7,-12
Nc1cc(=O)[nH]c(SCC(=O)Nc2ccc(F)c(Cl)c2)n1,-10,13,8,3[fluorescence artefact?],-1,4,-7,·,-13

# Next results:
SMILES,sEH act,HUVEC tox IL1B,sEH inh,Smad3 inh,VCAM1 TNFa inh,Candida biofilm,ERb SRC1 inh,cytoskel mod,TNFa cytotox
CCCCn1nc2cc(C(=O)NCc3cc(C(F)(F)F)cc(C(F)(F)F)c3)ccc2c1OCC,-4,5,1,·,-10,·,·,14,-11
C=CCn1c(=S)[nH]c2ccc(Br)cc2c1=O,-4,8,2,6,38,3,-5,22,30
CCN1CCN(S(=O)(=O)c2cc(OCC(=O)NC3CCCCC3)c(C)cc2Cl)CC1,2,1,0,5,19,6,3,10,-16
COc1ccc(OCCSc2nc(N)cc(N)n2)cc1,-3,1,3,28[fluorescence artefact?],7,0,-3[fluorescence artefact?],·,-4
O=C(OCn1nnc2ccccc2c1=O)c1ccc(Br)o1,-7,-50,9,5,4,3,-3,-4,-21
Cn1c(=O)c2c(nc(N3CCc4ccccc4C3)n2Cc2ccc(Br)cc2)n(C)c1=O,-2,0,3,10,24,6,-6,11,-10
CC(=O)c1cc(C#N)c(Oc2cc(C)cc(C)c2)nc1C,-1,-8,0,·,-9,·,·,14,-28
O=C1C(Cl)=C(N2CCOCC2)C(=O)N1c1ccccc1Cl,·,10,·,13,25,5,-2[fluorescence artefact?],6,-8
CCOc1cc(C(=O)NCCOC)ccc1OC,3,18,0,4,4,11,-1,-15,5
COc1ccc(NC(=O)/C(=C\c2cc(OC)c(OC)cc2[N+](=O)[O-])NC(=O)c2ccccc2)cc1,17,-14,-14,·,7,·,·,-25,17
O=c1c2ccccc2nnn1CSc1nnc(-c2ccc3c(c2)OCO3)o1,·,-8,·,0,6,6,4,5,-38
N#CCN1CCN(CC(=O)Nc2cccc3ccccc23)CC1,-4,1,4,-8,-7,4,-17,7,18
Cc1nn(CC(=O)Nc2ccc3c(c2)oc2ccccc23)c(=O)c2ccccc12,-15,-13,14,-53[fluorescence artefact?],0,8,51*[fluorescence artefact?],1,-50
CCOc1cccc(NC(=O)CSc2nc(C)c3c(c2C#N)CCCC3)c1,4,-20,-3,-37[fluorescence artefact?],1,8,4[fluorescence artefact?],9,4
CC(C)(C)NC(=O)CSC(=Nc1ccccc1F)NC#N,-1,-5,0,-4,-2,8,-13[fluorescence artefact?],-4,-16
Cn1c(=O)[nH]c(=O)c2c1nc(N1CCN(CCO)CC1)n2CCSc1nc2ccccc2s1,19,8,-18,12,12,3,-11,-12,-11
CC12CN(C(=O)c3ccc(Cl)cc3)C3(C#N)CC1CCC23C (stereo unspecified),2,-11,-2,12,5,0,2,7,-15
CCCOC(=O)/C(=C\c1ccc([N+](=O)[O-])o1)NC(=O)c1ccccc1,-10,-30,12,14,-17,4,-1,-3,·
O=[N+]([O-])c1cccc(-c2nnc3c4ccccc4c4ccccc4n23)c1,-11,-36,13,·,26,·,·,5,-17
O=C(CSc1nnnn1-c1ccccc1Cl)Nc1ccc2c(c1)OCCO2,-67,16,66,-8,2,0,3,9,-10
CCCn1nc2cc(C(=O)N(CC)c3ccc(OC)cc3)ccc2c1OCC,-12,3,15,·,3,·,·,15,-4
Cn1nnnc1SCCNC/C=C/c1ccccc1,-11,-13,9,2,-12,2,9,-21,-8
CN(CC(=O)NC1CCCCCC1)S(=O)(=O)c1ccc2c(c1)n(C)c(=O)c(=O)n2C,-17,7,16,-1,16,5,-7,-3,-17
[O-]/[N+](=C/c1ccc(F)cc1)c1ccccc1,·,-21,·,·,25,·,·,-37,33
Cc1ccc(-c2noc(CCC(=O)NCCCN3CCN(c4ccc(F)cc4)CC3)n2)cc1,8,-21,-6,-6,4,6,-7,-14,0
CCOc1ccc(N(CC(=O)NC2CCCC2)C(=O)CCC(=O)Nc2ccccn2)cc1,-3,-36,5,-12,6,6,-3,-32,4
c1ccc(OCCSc2nnnn2-c2ccccc2)cc1,-3,-10,2,2,-8,8,-3,23,13
CCN(C(=O)Cn1c(=O)n2nc(CCn3nc(C)cc3C)nc2c2ccccc21)c1cccc(C)c1,·,-27,·,3,16,10,-11,6,-23
C=CCn1c(COc2ccc(CC)cc2)nnc1SC/C(O)=C(\C#N)c1nc2ccccc2[nH]1,4,1,-6,-1,8,-2,27[fluorescence artefact?],-14,4
CCOC(=O)CNC(=O)Cn1c(C)cc2ccccc2c1=O,7,-11,-5,3,-9,10,-2,0,-14
C/C(N)=C(/C#N)C(=O)COC(=O)COc1ccc(Cl)cc1,8,11,-8,2,-11,2,8,-15,-10
O=C(c1ccc(Cl)cc1)N(Cc1cccs1)C1CCS(=O)(=O)C1 (stereo unspecified),-12,-41,10,19[fluorescence artefact?],0,7,-5[fluorescence artefact?],11,-5
Cc1noc(C)c1CSc1nnc2scc(-c3ccccc3)n12,6,-22,-3,16[fluorescence artefact?],6,1,-11,-2,-3
Cc1ccc(-c2nn[nH]n2)cc1,-2,-5,-2,7,12,9,2,0,-9
O=C(CN(Cc1ccco1)C(=O)CNS(=O)(=O)c1ccc(Cl)cc1)NC1CCCCC1,-10,4,11,4,0,7,-21,-55,9
O=C(Nc1ccc(O)cc1)C1CCCO1 (stereo unspecified),-2,20,0,9,-9,5,-2[fluorescence artefact?],6,-4
C=CCNC(=S)NNC(=O)CCC(O)CCCCC (stereo unspecified),2,-2,-4,-4,-18,7,-4,-4,-10
COc1ccc(C=NCC2COc3ccccc3O2)cc1OC (stereo unspecified),13,·,-13,3,-2,6,10,-4,-20
O=S(=O)(c1ccc(F)cc1)N1CC2CCCN2c2ccc(C(F)(F)F)cc21 (stereo unspecified),-8,-36,9,·,4,·,·,16,-12
CCOc1ccc(N2CC(C(=O)NCCc3ccc(OC)c(OC)c3)CC2=O)cc1 (stereo unspecified),1,-19,3,-11,21,9,4[fluorescence artefact?],4,11
N#C/C(=C(/O)CN1CCOCC1)c1nc2ccccc2s1,-2,4,5,4,-22,8,-1,11,-14
O=C(NCc1ccccc1F)C1CCCN1C(=O)NCc1ccccc1 (stereo unspecified),-1,-11,2,-5,-12,7,-6[fluorescence artefact?],-3,3
CS(=O)(=O)N1CCc2cc(C(=O)N3CCOCC3)ccc21,-3,-5,8,6,·,1,-20,·,·
COc1cccc(C(=O)Nc2nc(-c3ccc(S(=O)(=O)N4CCOCC4)cc3)cs2)c1,-6,-25,12,6,-34,2,5[fluorescence artefact?],-25,7
COc1cc(NC(=O)Nc2cccc(Cl)c2)c(OC)cc1NC(=O)CN1CCCCC1,-11,-21,12,5,24,4,8,-30,-17

# These rows are one share of the data; count on the stated rates, not on these rows.
